Assay outcomes: PubChem, ICCB-Longwood Screening Facility, Harvard Medical School
PV pol inh = poliovirus RdRp elongation inhibitors, primary screen, biochemical, fluorescence polarization, total intensity. poliovirus polymerase elongation; hits give low values. % elongation, % (compound at 16.7 µg/mL). actives 0.66% (n = 150,000); in the data active = % elongation below about 90%; also: some results filed as inactive read as strong as hits
Target sequence (P03300 1749-2209 limits assumed): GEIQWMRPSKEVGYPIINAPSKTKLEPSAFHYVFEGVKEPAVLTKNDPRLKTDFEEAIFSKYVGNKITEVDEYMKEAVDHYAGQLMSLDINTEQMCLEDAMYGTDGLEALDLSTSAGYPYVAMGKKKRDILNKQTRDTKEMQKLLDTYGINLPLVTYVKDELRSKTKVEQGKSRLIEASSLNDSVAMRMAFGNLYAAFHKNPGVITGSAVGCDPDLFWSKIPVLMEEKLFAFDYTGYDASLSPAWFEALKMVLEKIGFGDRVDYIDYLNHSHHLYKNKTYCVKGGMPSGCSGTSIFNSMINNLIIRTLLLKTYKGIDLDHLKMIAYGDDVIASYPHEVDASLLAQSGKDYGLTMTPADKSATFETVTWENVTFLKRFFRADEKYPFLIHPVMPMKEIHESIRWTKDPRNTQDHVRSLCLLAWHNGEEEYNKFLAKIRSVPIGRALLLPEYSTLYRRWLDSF
PV pol inh FP z-score = second read-out of PV pol inh, no call of its own (marks repeat the call); z-score; measured here: FP z-score; hits read low
The depositor's hits bear a star; & = joins results of further samples. Some of the compounds tested; the hit share may differ from the screen's.

Compound	PV pol inh	PV pol inh FP z-score
CCOC(=O)c1c(NC(C)=O)c2c3c(sc2n1Cc1nc(-c2ccccc2OCC)oc1C)CCCC3	109.0	-0.3
O=C(NC1=NCCS1)C12CC3CC(CC(C3)C1)C2	103.0	0.7
COc1ccc(N2CCN(CN3C(=O)NC(c4ccccc4)(c4ccccc4)C3=O)CC2)cc1	105.0	0.2
O=C(OCc1ncc(-c2ccccc2)o1)C1CC2CCCC(C1)C2=O (stereo not given)	94.0	-1.4
O=C1CC(c2ccccc2)c2cc(Cl)ccc2O1 (stereo not given)	101.0	-0.2
Cc1ccc(OCC(=O)Nc2ccc(-c3nc4ccc(C)cc4o3)cc2)cc1	108.0	0.7
CN1CCN(C(=O)Cn2ncc3c4ccccc4n(Cc4ccc(Cl)cc4)c3c2=O)CC1	129.0	2.3
CSc1n[nH]c(-c2ccncc2)n1	100.0	-1
CCOCCCn1c(SCC(=O)Nc2ccc(C(C)C)cc2)nc2c(sc3ccccc32)c1=O	103.0	-0.9
COc1ccc(S(N)(=O)=O)cc1OC	101.0	-0.2

Single records, from the list above.
O=C(NC1=NCCS1)C12CC3CC(CC(C3)C1)C2 is listed with PV pol inh = 103.0; PV pol inh FP z-score = 0.7
O=C1CC(c2ccccc2)c2cc(Cl)ccc2O1 (stereo not given) is listed with PV pol inh = 101.0; PV pol inh FP z-score = -0.2
CCOCCCn1c(SCC(=O)Nc2ccc(C(C)C)cc2)nc2c(sc3ccccc32)c1=O is listed with PV pol inh = 103.0; PV pol inh FP z-score = -0.9

Two compounds drawn at random from the list so far:
Compound	PV pol inh	PV pol inh FP z-score
COc1ccc(S(N)(=O)=O)cc1OC	101.0	-0.2
COc1ccc(N2CCN(CN3C(=O)NC(c4ccccc4)(c4ccccc4)C3=O)CC2)cc1	105.0	0.2

More results
Compound	PV pol inh	PV pol inh FP z-score
Cc1cccc(Nc2ccccc2C(=O)O)c1C	101.0&99.0	0.5&-0.1
CSc1ccccc1-n1nnnc1SCCSc1ccccc1-n1nnnc1SC	101.0	0.7
CCOC(=O)c1scc(-c2ccc(C)cc2)c1S(=O)(=O)Nc1cc(OC)ccc1OC	105.0	-0.2
CNC(=O)C1CCC(Cn2c(=O)c3sccc3n(CC(=O)NCc3ccccc3)c2=O)CC1 (stereo not given)	107.0	0.3
O=C1CCCC2=C1C(c1ccc(O)cc1)C1=C(CCCC1=O)N2	108.0	1.3
Cc1nc(CSc2ncnc3sc4c(c23)CCC4)cs1	100.0	-0.3
CCn1c(SCC(=O)Nc2cc(Cl)ccc2OC)nc2c([nH]c3ccccc32)c1=O	109.0	0.6
O=C(c1n[nH]c2c1CCCC2)n1ccnc1	102.0	-0.3
S=C=Nc1ccc2c(c1)OCCO2	101.0	0
Cc1cc(C(=O)COC(=O)/C=C/c2ccccc2)c(C)n1-c1nccs1	96.0	-0.3
COC(=O)c1ccc(NC(=O)CSc2nc(=O)cc(N)n2-c2ccccc2)cc1	102.0	0
CSC1=NC=C(C#N)C2=NC(c3ccc(Cl)cc3)NN12 (stereo not given)	109.0	0.7
COc1ccc(NC(=O)CSC2=Nc3ccccc3C3=NC(CC(=O)NCCc4ccccc4)C(=O)N23)cc1 (stereo not given)	106.0	0.1
CCC(NC(=O)Nc1ccccc1C(=O)OC)(C(F)(F)F)C(F)(F)F	108.0	0.6
C=CCNC(=S)N1CCN(C2CCCCC2)CC1	101.0	0.1
CCc1nc2ccccc2c(=O)n1NC(=O)c1c(O)c2ccccc2n(CC)c1=O	105.0	1.8
CC1CCN(CC(=O)Nc2ccccc2C#N)CC1	103.0	0.6
Cc1cc(NC2=CC(=O)CCC2)n(-c2cc(C(F)(F)F)ccc2Cl)n1	102.0	0.1
CCOC(=O)C1=C(SCc2ccccc2)NC(=O)C(C#N)C12CCCCC2 (stereo not given)	101.0	-0.5
CCOC(=O)N1CCN(C(=O)CSc2nc3c(c(=O)n2Cc2ccccc2)SC(C)C3)CC1 (stereo not given)	103.0	0.4
Nc1c2cnc(N3CCCC3)nc2nc(=O)n1-c1ccc(Cl)cc1	102.0	-0.3
COc1ccc(C2C(=O)N(C3CCCCCC3)CC(=O)N2C2CCCCC2)cc1 (stereo not given)	101.0	0.1
O=C(COc1ccc(Br)cc1)Nc1cccc2cccnc12	107.0	0.4
CCOC(=O)CN(C)C1=NS(=O)(=O)c2ccccc21	101.0	0.1
CCO/C=C1/C(=O)NC(=O)c2ccccc21	211.0	9.8
COc1ccc2c(c1)c1c(c(=O)n(-c3cc(Cl)ccc3C)c(=O)n1CC(N)=O)n2C	103.0	0.1
CCn1c(=O)n(CC)c2cc(N3CCCC3)c(NC(=O)Cc3ccccc3)cc21	98.0	-0.8
O=C(O)C1=C(c2ccccc2)OCCS1	103.0	0.2
CC(C)N1C(=O)CCNc2ccccc21	105.0	0.4
NC(=O)C1(N2CCCCC2)CCN(C(=O)c2ccc(Cn3c(=S)[nH]c4cc5c(cc4c3=O)OCO5)cc2)CC1	99.0	-0.7
CCCN(CC1CC1)c1cccc(C(=O)O)n1	101.0	-0.2
CN(C)S(=O)(=O)c1ccc(C(=O)Nc2nnc(SCC(=O)NCC3CCCO3)s2)cc1 (stereo not given)	105.0	1
COc1ccc(-n2c(CC3C(=O)N(C)c4ccc(C)cc43)nc3ccccc3c2=O)cc1 (stereo not given)	127.0	4.6
O=C(OCc1cccnc1)C1CCCN(C2=NS(=O)(=O)c3ccccc32)C1 (stereo not given)	99.0	-0.4
CCc1nnc(SCc2cc(=O)n3ccccc3n2)c2cc3occc3n12	102.0	0.1
Cc1ccsc1C1C(C#N)=C(N)Oc2nc(-c3ccccc3)[nH]c21 (stereo not given)	99.0	-0.9
Cc1cccc(N2CCN(c3nc4ccccc4c4nnc(C)n34)CC2)c1C	105.0	0
CC(C)C1C(=O)CC(c2ccccc2)NC1c1ccccc1 (stereo not given)	104.0	0.4
COc1ccccc1N1CCN(C(=O)C2CCN(S(=O)(=O)Cc3ccccc3)CC2)CC1	111.0	0.7
COC(=O)c1c(C)nn(-c2ccccc2)c1-n1c(C)ccc1C	102.0	-0.2
CCOC(=O)/C(C#N)=C/c1ccc2c(c1)Sc1ccccc1N2C	44.0	-4.7
CCN(CC)C(=S)SCc1ccc(C(=O)O)cc1	100.0	-0.4
CCn1c(Cc2ccccc2)n[nH]c1=S	99.0	-0.5
CCc1ccc(NC(=O)CSc2nc3c(sc4ccccc43)c(=O)n2CCCOC(C)C)cc1	111.0	0.8
CCOc1ccc2nc(NC(=O)c3nc(SCc4ccccc4F)ncc3Cl)sc2c1	110.0	0.4
c1ccc(-c2cc(-c3ccccc3)c(N3CCCC3)nn2)cc1	101.0	-0.1
COc1cc(NC(=O)CN2C(=O)COc3ccc(S(=O)(=O)N4CCCCC4)cc32)cc(OC)c1	119.0	0.4
CCCCC(=O)/C=C/C=C\CCCCCCCC(=O)O	99.0	-0.8
CC1=C(C#N)C(C)C2=C(CC(C)(C)CC2=O)N1 (stereo not given)	97.0	-0.2
c1ccc(-c2cc(N3CCOCC3)cs2)cc1	101.0	-0.1

(continued)
Compound	PV pol inh	PV pol inh FP z-score
O=c1cnnc(N/N=C/C=C/c2ccccc2)[nH]1	99.0	-0.7
O=C(NCc1ccc2c(c1)OCO2)c1ccc(N2CCCC2=O)cc1	101.0	0
CC1=C/C(=N\NC(=O)CCN2CCN(c3ccccc3)CC2)CC1	107.0	0.6
COC(=O)c1c[nH]n2c(=O)c(Cc3ccc(F)cc3Cl)c(C)nc12	101.0	-0.1
CNC(=O)CCCc1cn(Cc2ccc(C)cc2)c2ccccc12	101.0	-1.1
COC(OC)c1ccc(C#N)c(SCC(=O)c2ccc(C)cc2)n1	104.0	0.6
COc1cccc(-c2nn(C)c3sc(C(=O)NCc4cc(OC)ccc4OC)cc23)c1	106.0	0.3
COCC(=O)n1nc(-c2ccccc2)nc1NCc1ccccc1	100.0	-0.2
Cc1ccc(C(=O)c2oc3ccccc3c2NC(=O)c2cc(=O)c3ccccc3o2)cc1	101.0	-1.3
Cc1cc(C)nc(NC(=O)C(C)N2C(=O)c3ccccc3S2(=O)=O)n1 (stereo not given)	106.0	0.3
O=C(NCCN1CCCCCC1)c1cnn(-c2ccccc2)c1-n1cccc1	101.0	-0.4
CCOC(=O)c1ccc(NC(=O)C2=C(C)C(=O)OC23CCN(C(C)C)CC3)cc1	100.0	-1.4
CCN(CC)C(=S)Nc1cc(C(=O)OC)ccc1C(=O)OC	104.0	1.4
CC1CCCN(c2nc3nonc3nc2Nc2cccc(Cl)c2)C1 (stereo not given)	104.0	0.8
COc1ccc(Cl)cc1NC(=O)CSC1=NN2CCCC(=O)N=C2S1	102.0	0.2
CSc1ccccc1NC(=O)COC(=O)/C=C/c1ccc(F)cc1	99.0	-1.4
CNC(=O)c1ccsc1NC(=O)c1ccc(OC)c(OC)c1	102.0	0.1
Nc1nnc(CC(=O)N2CCCCC2)o1	105.0	0.8
COC(=O)CNC(=O)N1CCn2cccc2C1Cc1ccccc1 (stereo not given)	99.0	-0.8
O=C(CSc1nc(=O)n(Cc2ccccn2)c2c1CCC2)N1CCCCC1	107.0	0.3
CSc1nc2c(cnn2-c2ccccc2)c(=O)n1N	105.0	0.2
Cc1ccn(CCC(=O)Nc2ccc(-c3ccno3)cc2)n1	101.0	0.1
O=C(CSc1ccccn1)Nc1cc(C(=O)O)cc(C(=O)O)c1	103.0	0.4
O=C(CSc1nccc(-c2cccs2)n1)N1CCOCC1	101.0	-0.5
Nc1ccc(C(=O)Nc2nc3ccccc3s2)cc1	102.0	0.2
CCOc1ccccc1CNC(=O)C1CCCN(S(=O)(=O)c2ccc3c(ccn3C)c2)C1 (stereo not given)	105.0	-0.4
Fc1ccccc1-c1n[nH]c(=S)n1CCCN1CCOCC1	102.0	0
Cc1ccc(C)c(NC(=O)c2cc(S(=O)(=O)NCc3ccccc3)ccc2F)c1	101.0	-1.5
NC(=S)N1N=C(c2ccccc2)CC1c1ccccc1 (stereo not given)	102.0	-0.1
CCc1ccc(-n2nc(CO)c(C(=O)NCCCCc3ccccc3)n2)cc1	107.0	0
COc1ccc(S(=O)(=O)NCC(c2ccco2)N2CCN(c3ccc(F)cc3)CC2)cc1C (stereo not given)	103.0	-0.8
CC(C)c1nn2c(=O)cc(COC(=O)c3ccccc3Cl)nc2s1	109.0	0.6
CO[C@H]1C[C@H](O[C@H]2[C@H](C)[C@@H](OC3O[C@H](C)C[C@H](N(C)C)[C@H]3OC(C)=O)[C@@H](C)C[C@]3(CO3)C(=O)[C@H](C)[C@@H](OC(C)=O)[C@@H](C)[C@@H](C)OC(=O)[C@@H]2C)O[C@@H](C)[C@@H]1OC(C)=O (stereo not given in full)	100.0	0.1
O=C(CSc1ccc(Cl)cc1)NCCN1CCOCC1	101.0	-0.5
O=C1c2ccccc2C(Nc2ccc(S(=O)(=O)N3CCCCC3)cc2)N1c1ccccn1 (stereo not given)	102.0	0.1
COc1cccc(C2=Nc3cccc4cccc(c34)N2)c1	100.0	-0.4
CCC(C)SCC(=O)N1CCC(C)CC1 (stereo not given)	101.0	-0.1
COc1ccc2c(c1)c1c(c(=O)n(-c3ccccc3)c(=O)n1CC(=O)N1CCCC1)n2C	103.0	0.2
CC(C)NC(=O)C1CC(c2ccc(Cl)cc2)=NO1 (stereo not given)	104.0	0.8
CCOC(=O)c1c(NC(=O)COc2ccc(Br)cc2)sc(C(C)=O)c1C	91.0	-1.9
Fc1ccc(N2COc3cc4c(cc3C2)OCO4)cc1Cl	101.0	0.3
Cc1c(C(=O)OCCOc2ccccc2)[nH]c2c1C(=O)CC(c1ccccc1Cl)C2 (stereo not given)	111.0	1.5
CCc1ccc(OCCCSc2nc(-c3ccc(C(C)(C)C)cc3)nc3cc(=O)[nH]n23)cc1	109.0	0.5
Fc1cccc(CN2CCc3nc(Nc4ccc5c(c4)OCCO5)ncc3C2)c1F	110.0	0.7
CC(=O)NCc1ccc(C(=O)COC(=O)C(c2ccccc2)c2ccccc2)o1	102.0	0.1
COc1ccc2c(Sc3ccccc3)c(C(=O)NC3CCCC3)[nH]c2c1	102.0	-0.2
O=C(Cn1nc(-c2ccc(Cl)cc2)c2ccccc2c1=O)Nc1cccc2ccccc12	101.0	-0.3
O=c1[nH][nH]c2cccc(F)c12	101.0	0
CCOc1ccccc1N1C(=O)C2C(c3ccccc3)C=CC(c3ccccc3)C2C1=O (stereo not given)	100.0	-0.8
Cc1ccc(CC(C#N)Sc2nnc(-c3cccs3)n2C2CC2)cc1 (stereo not given)	102.0	-0.1

The listing continues:
Compound	PV pol inh	PV pol inh FP z-score
C=CCNS(=O)(=O)Cc1ccccc1Cl	102.0	-0.1
COc1ccc(CNC(=O)COCc2cc(-c3cccs3)on2)cc1OC	107.0	0
Cc1ccc(C)c(Cn2c(CCCNC(=O)C3CCCCC3)nc3ccccc32)c1	110.0	0.6
O=C(c1ccc(I)cc1)N1CCN(c2ccc(O)cc2)CC1	104.0	0.2
CCN(c1ccccc1)c1ncnc2c1cnn2-c1ccc(C)cc1	101.0	-0.1
CCn1cc(C(=O)N2CCCCC2)c2cc(OC)c(OC)cc2c1=O	97.0	-0.4
CCc1cccc(NC(=O)Cn2c(=O)c(C(F)(F)F)nc3ccccc32)c1	113.0	1.2
COc1cc(C(=O)Nc2ccc(-n3c(C)nc4ccccc4c3=O)cc2)cc(OC)c1OC	106.0	-0.2
CN1C(=O)/C(=c2/[nH][nH]c(=O)/c2=C\C=C\c2ccccc2)C(=O)c2ccccc21	84.0*	-1.7*
